TbPYK inhibitor: T. brucei pyruvate kinase inhibition | Potency, µM (highest dose often 76.8 µM), inactives show at the highest dose activity, negative = inhibition, actives largely listed as inhibitors | TbPYK enzyme, Kinase-Glo Plus ATP luminescence, 45 min | 410,000 tested, 0.12% active | Q57TT1; active = well fitted inhibition curve with a large enough effect; also: nearly all actives have a fitted effect of over 50% in size
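In this concentration-response screen, enzyme-free wells defined baseline while DMSO plates tracked drift. Each reaction combined TbPYK, substrate, compound and 130 uM ADP for 45 min at room temperature. Kinase-Glo Plus luminescence gave the signal.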
Numbers without * were called inactive. % is scaled to controls: 0 for no effect and ±100 for the full control effect; potency is read from the fitted curve at half-maximal effect. An excerpt. The share of hits here may be higher or lower than overall.

CCc1cccc(CC)c1NC(=O)c1ccc(-c2cc(Cl)ccc2Cl)o1 was read as TbPYK inhibitor 3%.
CN1CCN(c2ccc(CNC(=O)C3Cc4c(-c5ccc6c(c5)OCO6)ccnc4O3)cc2)CC1 (stereo unspecified) was read as TbPYK inhibitor -5%.
`CC(C)C(N)c1csc(Nc2nncc3ccccc23)n1` (stereo unspecified) gave TbPYK inhibitor 0%.
Screening N#CCC(=O)Nc1ccc(C(=O)OCC(=O)Nc2cc(-c3ccccc3)nn2-c2ccccc2)cc1 returned TbPYK inhibitor -10%.
CCCCCCCCN1C(=O)[C@H](CC(=O)N2CCN(C(=O)OCC)CC2)C[C@@]2(C(=O)OCC)CCCC=C12 was read as TbPYK inhibitor 4%.
For Fc1cc(Cl)cc2ccc(-c3ccccc3)nc12 the results were TbPYK inhibitor 0%.
For CCc1nc2c(OCC(=O)c3ccc(Cl)cc3Cl)cccn2c1N(C)C(=O)c1cccs1 the results were TbPYK inhibitor -1%.
`CC(C)Nc1ncnc2c1ncn2[C@H]1CN(Cc2cccs2)C[C@@H](CO)O1` gave TbPYK inhibitor -11%.
Screening O=C(c1cccc(F)c1)N1CCC[C@@]2(CCN(c3ccccc3)C2)C1 returned TbPYK inhibitor -2%.
CC(=O)Nc1cc(-c2ccncc2)cn2c(-c3ccccc3)cnc12 was read as TbPYK inhibitor 1%.
`COCCNC(=O)C1(C)CCCN(C(=O)c2ccc3c(c2)CCO3)C1` (stereo unspecified) gave TbPYK inhibitor 5%.
`Cc1ccc(S(=O)(=O)N2C[C@H]3C(=O)C[C@@H](c4cccc(Cl)c4)N(S(=O)(=O)c4ccc(C)cc4)[C@H]3C[C@H]2c2ccc(Cl)cc2)cc1` gave TbPYK inhibitor 1%.
For CN1CCC(N2CCN(C3CN(C4CCCC4)S(=O)(=O)C3)CC2)CC1 (stereo unspecified) the results were TbPYK inhibitor -4%.
For O=C(Nc1c(Cl)ccc2nsnc12)c1ccc(Br)o1 the results were TbPYK inhibitor 0%.
Screening CCCS(=O)(=O)NC(=O)C1(C)CCN(C(=O)c2ccccc2OC(C)=O)C1 (stereo unspecified) returned TbPYK inhibitor -5%.
`CCCNC(=O)C1(C)CCCN(C(=O)Cc2ccc3ccccc3c2)C1` (stereo unspecified) gave TbPYK inhibitor 0%.
Screening CC(C)(C)c1ccc(SC2=C[C@@]3(O)CC[C@@H](O)[C@@](Sc4ccc(C(C)(C)C)cc4)(C2=O)[C@H]3O)cc1 returned TbPYK inhibitor 0%.
Screening O=C(N[C@H](CO)c1ccccc1)[C@H]1O[C@@H](n2ccc(=O)[nH]c2=O)[C@H](O)[C@@H]1O returned TbPYK inhibitor 1%.
`Cc1ccc(Cc2c(-c3ccc(F)cc3)nc3ccc(Br)cn23)cc1` gave TbPYK inhibitor -4%.
Screening COc1ccc(S(=O)(=O)N2CCC3CC2c2c(-c4ccc(C(F)(F)F)cc4)cccc23)cc1 (stereo unspecified) returned TbPYK inhibitor -1%.
COc1ccc(-c2coc3c(C(=O)Nc4cccc(C(C)=O)c4)cccc23)c(C)c1 was read as TbPYK inhibitor 2%.
Screening COCC(=O)N1CCC2(CCCN(C(=O)Nc3cccc(C#N)c3)C2)CC1 returned TbPYK inhibitor -1%.
Screening CCc1nc2ccc(C(=O)NCCNC(C)=O)cn2c1N(CC)CCOC returned TbPYK inhibitor -7%.
Screening Cc1ccc(Cl)c(NC(=O)CN2C(=O)C(C)N(c3ccc(F)cc3)C2=O)c1Cl (stereo unspecified) returned TbPYK inhibitor -3%.
Screening CCOC(=O)N(C)C[C@@H]1OCc2cnnn2CCCC(=O)N([C@H](C)CO)C[C@@H]1C returned TbPYK inhibitor 0%.
COc1ccccc1CN1CC(C(=O)NCCCCc2ccccn2)CCC1=O (stereo unspecified) was read as TbPYK inhibitor 5%.
`CCNC(=O)C1CCCN(C(=O)c2ccccc2OC(F)(F)F)CC1` (stereo unspecified) gave TbPYK inhibitor 1%.
For COc1cccc(OC)c1C(=O)NCc1ccco1 the results were TbPYK inhibitor 0%.
`Cc1ccc(CNc2nc3cc(-c4ccccc4C)sc3c(=O)n2C)c(C)c1` gave TbPYK inhibitor -21%.
COC(=O)c1ccc(CNC(=O)C(Cc2ccccc2)NC(=O)c2ccccc2)cc1 (stereo unspecified) was read as TbPYK inhibitor -4%.
For CC(C)CNC(=O)C1(C)CCCN1C(=O)Cc1cccc2ccccc12 (stereo unspecified) the results were TbPYK inhibitor 6%.
COCCCn1c(=O)/c(=C/c2ccccc2OC(C)C)s/c1=C(\C#N)C(=O)Nc1ccc(C(=O)O)cc1 was read as TbPYK inhibitor 2%.
CC(O)(c1cccc(F)c1)c1nc(-c2csc3ccccc23)cs1 (stereo unspecified) was read as TbPYK inhibitor -3%.
`O=C(O)c1cccc(-c2csc(C(O)c3ccccc3)n2)c1` (stereo unspecified) gave TbPYK inhibitor -5%.
COCOCCn1cc(CN2CCS(=O)(=O)N(Cc3ccc(-c4ccc(Cl)cc4)cc3)C(C(C)C)C2=O)nn1 (stereo unspecified) was read as TbPYK inhibitor 6%.
Screening O=S1(=O)CC(N2CCC(Cc3ccccc3)CC2)CN1C1CCCC1 (stereo unspecified) returned TbPYK inhibitor 0%.
For CCCNC(=O)C1(C)CCCN(Cc2ccc(-c3ccccc3)cc2)C1 (stereo unspecified) the results were TbPYK inhibitor 4%.
`CC(C)(C)CNC(=O)C1(C)CCN1C(=O)Cc1ccc(C(C)(C)C)cc1` (stereo unspecified) gave TbPYK inhibitor -2%.
c1coc(-c2cnc3ccccc3n2)c1 was read as TbPYK inhibitor -2%.
COc1ccc(-c2ccc(CN3C(CC(C)C)C(=O)N(Cc4cn(CC5CCCCC5)nn4)CCS3(=O)=O)cc2)cn1 (stereo unspecified) was read as TbPYK inhibitor 1%.

The last six records of the section before come first, to join the parts:
COCOCCn1cc(CN2CCS(=O)(=O)N(Cc3ccc(-c4ccc(Cl)cc4)cc3)C(C(C)C)C2=O)nn1 (stereo unspecified) was read as TbPYK inhibitor 6%.
Screening O=S1(=O)CC(N2CCC(Cc3ccccc3)CC2)CN1C1CCCC1 (stereo unspecified) returned TbPYK inhibitor 0%.
For CCCNC(=O)C1(C)CCCN(Cc2ccc(-c3ccccc3)cc2)C1 (stereo unspecified) the results were TbPYK inhibitor 4%.
`CC(C)(C)CNC(=O)C1(C)CCN1C(=O)Cc1ccc(C(C)(C)C)cc1` (stereo unspecified) gave TbPYK inhibitor -2%.
c1coc(-c2cnc3ccccc3n2)c1 was read as TbPYK inhibitor -2%.
COc1ccc(-c2ccc(CN3C(CC(C)C)C(=O)N(Cc4cn(CC5CCCCC5)nn4)CCS3(=O)=O)cc2)cn1 (stereo unspecified) was read as TbPYK inhibitor 1%.
CCC1OC(C)Cc2[nH][nH]c(=O)c21 (stereo unspecified) was read as TbPYK inhibitor 1%.
O=C(Nc1cc(C(F)(F)F)cc(C(F)(F)F)c1)[C@H]1O[C@@H](n2ccc(=O)[nH]c2=O)[C@H](O)[C@@H]1O was read as TbPYK inhibitor 5%.
`O=C(CO)[C@@H](O)C(O)[C@@H](O)CO` (stereo partly specified) gave TbPYK inhibitor 5%.
`S=c1[nH]nc2ccc3ccccc3n12` gave TbPYK inhibitor 7.1µM*.
Screening O=c1c2cc([N+](=O)[O-])ccc2sn1-c1ccccc1 returned TbPYK inhibitor 4.5µM*.
`O=C1NC(Cc2ccccc2)c2nc3cc(F)c(F)cc3c(=O)n2-c2cc3ccccc3cc21` (stereo unspecified) gave TbPYK inhibitor -2%.
Screening Cc1noc(C)c1CCC(=O)Nc1cc(C(=O)O)ccc1Cl returned TbPYK inhibitor 0%.
CC1=C(C(=O)N2CCCCCC2)CC(CC(=O)NCCCCc2ccccc2)C(=O)N1Cc1ccccc1 (stereo unspecified) was read as TbPYK inhibitor 0%.
`O=C(Nc1ccccc1)c1cc(C2CCCCN2C(=O)OCCF)on1` (stereo unspecified) gave TbPYK inhibitor 6%.
`COc1ccc(Nc2c(-c3ccc(F)cc3)nc3nc(C)cc(C)n23)cc1` gave TbPYK inhibitor 3%.
For C[C@@H]1CN([C@@H](C)CO)C(=O)c2c(c3ccccc3n2C)-c2ccccc2CO[C@H]1CN(C)C(=O)C1CC1 the results were TbPYK inhibitor -3%.
`COc1cc2cc(OC(C)=O)c3cc4c(cc3c2c(OC)c1OC)OCO4` gave TbPYK inhibitor 3%.
`Cc1ccc([C@H]2C[C@@H](n3cc(-c4ccc(F)cc4)nn3)[C@H](O)CN2C(=O)c2cccs2)cc1` gave TbPYK inhibitor -7%.
CC(=O)Nc1c([N+](=O)[O-])cc2c3c(cccc13)CC2 was read as TbPYK inhibitor -2%.
COC(=O)c1cnc(Nc2nc(C(N)Cc3ccccc3)cs2)nc1C(F)(F)F (stereo unspecified) was read as TbPYK inhibitor 2%.
For OC(c1ccc(Cl)c(F)c1)c1ncc(-c2ccc(Cl)cc2)[nH]1 (stereo unspecified) the results were TbPYK inhibitor 1%.
For c1ccc2c(-c3ccc4nncn4c3)cncc2c1 the results were TbPYK inhibitor 1%.
For COC(=O)c1cc(=O)nc(NNC(C)=O)s1 the results were TbPYK inhibitor -5%.
Screening CC(C)c1ccc(CN2CCC2(C)C(=O)Nc2cnc3ccccc3c2)cc1 (stereo unspecified) returned TbPYK inhibitor -1%.
Screening CCc1nc2ccc(C(=O)NCCCN3CCCC3=O)cn2c1N(CC)CCN(C)C returned TbPYK inhibitor 1%.
CC(=O)Nc1cc(-c2ccc(C(=O)N3CCOCC3)cc2)cn2c(-c3cccc(C(C)=O)c3)cnc12 was read as TbPYK inhibitor 0%.
For COc1ccc(-c2oc3c(c2C(=O)OCCCO)C(OCCCCCO)CCC3)cc1 (stereo unspecified) the results were TbPYK inhibitor 4%.
`Cc1noc(C)c1NC(=O)Nc1ccc2c(c1)C(=O)N([C@H](C)CO)C[C@H](C)[C@@H](CN(C)S(=O)(=O)c1ccc(Cl)cc1)OCCCC[C@@H](C)O2` gave TbPYK inhibitor -5%.
Screening O=[N+]([O-])c1ccc(CN2CC(N3CCCC3)CS2(=O)=O)cc1 (stereo unspecified) returned TbPYK inhibitor 1%.
Screening CCCS(=O)(=O)NC(=O)C1(C)CCCN(C(=O)c2cc(F)cc(F)c2)C1 (stereo unspecified) returned TbPYK inhibitor 1%.
`CC(=O)NC(C)(c1ccccc1)c1nc(-c2cccc(F)c2)cs1` (stereo unspecified) gave TbPYK inhibitor -1%.
Screening O=C(c1ccc(Br)cc1)N1CCN(c2ccccn2)CC1 returned TbPYK inhibitor 9%.
COc1ccc(OC)c(NC(=O)Nc2nc(C(N)CCc3ccccc3)cs2)c1 (stereo unspecified) was read as TbPYK inhibitor -5%.
Screening CC(=O)Nc1ccc(NC(=O)C2Cc3c(-c4ccco4)ccnc3O2)cc1 (stereo unspecified) returned TbPYK inhibitor 5%.
Screening CCNC(=O)C1(C)CCCN(C(=O)c2sc(-c3ccccc3)nc2C)C1 (stereo unspecified) returned TbPYK inhibitor 0%.
Screening OC[C@@H]1CN(Cc2cccs2)C[C@H](n2cnc3c(Nc4ccccc4)ncnc32)O1 returned TbPYK inhibitor 3%.
For Oc1ccc(C[C@H]2CN([C@@H](Cc3ccc(O)cc3)CN3CCC[C@@H]3CN3C(=S)NC[C@@H]3Cc3ccccc3)C(=S)N2CCc2ccccc2)cc1 the results were TbPYK inhibitor -13%.
COc1ccc(S(=O)(=O)N2CCCCCC2)cc1NC(=O)CCNC(=O)c1ccc(Cl)cc1 was read as TbPYK inhibitor 2%.
`C[C@H](CO)N1C[C@H](C)[C@@H](CN(C)S(=O)(=O)c2cccc(F)c2)OCc2cn(nn2)CCCC1=O` gave TbPYK inhibitor 4%.
COc1cccc(CNC(=O)[C@@H]2CCCN2)c1 was read as TbPYK inhibitor 4%.
For COCCNC(=O)c1cc(S(=O)(=O)N2CCC3(CC2)OCCO3)ccc1F the results were TbPYK inhibitor 8%.
`CN1CCN(c2ccc3c(c2)OC[C@@H](Cc2ccccc2)NS3(=O)=O)CC1` gave TbPYK inhibitor 3%.
`O=C(COC(=O)Cc1ccc(Cl)cc1)NCc1ccc(Cl)cc1` gave TbPYK inhibitor -11%.
CC(C)NC(=O)N1CC[C@@]2(CCCN(C(=O)c3cccn3C)C2)C1 was read as TbPYK inhibitor 7%.
For O=C(COC(=O)c1cccc(S(=O)(=O)N2CCOCC2)c1)NC1CCCCC1 the results were TbPYK inhibitor 4%.

Brought forward from above: 2 entries; new compounds follow.
CC(C)NC(=O)N1CC[C@@]2(CCCN(C(=O)c3cccn3C)C2)C1 was read as TbPYK inhibitor 7%.
For O=C(COC(=O)c1cccc(S(=O)(=O)N2CCOCC2)c1)NC1CCCCC1 the results were TbPYK inhibitor 4%.
Screening Cc1ccc(CNC(=O)CSc2nnc(CNC(=O)c3ccc(F)cc3)o2)cc1 returned TbPYK inhibitor 0%.
CCC(c1nnnn1Cc1ccccc1)N1CCC(n2c(=O)[nH]c3ccccc32)CC1 (stereo unspecified) was read as TbPYK inhibitor 2%.
Screening CCc1nc2ccc(C(=O)NCCN3CCNC3=O)cn2c1N(CC)CCOC returned TbPYK inhibitor 1%.
Screening CCNC(=O)C1CCCN(C(=O)c2ccc3c(c2)OCO3)CC1 (stereo unspecified) returned TbPYK inhibitor 6%.
For C[C@@H]1CCCCO[C@@H](CN(C)S(=O)(=O)c2ccc(Cl)cc2)[C@@H](C)CN([C@H](C)CO)C(=O)c2cc(N(C)C)ccc2O1 the results were TbPYK inhibitor -1%.
For C[C@H](CO)N1C[C@H](C)[C@@H](CN(C)C(=O)Nc2ccc(F)cc2)Oc2ncc(-c3ccc(F)cc3)cc2C1=O the results were TbPYK inhibitor 3%.

3 records picked at random from the list so far:
For C[C@H](CO)N1C[C@H](C)[C@@H](CN(C)C(=O)Nc2ccc(F)cc2)Oc2ncc(-c3ccc(F)cc3)cc2C1=O the results were TbPYK inhibitor 3%.
`O=C(Nc1ccccc1)c1cc(C2CCCCN2C(=O)OCCF)on1` (stereo unspecified) gave TbPYK inhibitor 6%.
O=C(Nc1cc(C(F)(F)F)cc(C(F)(F)F)c1)[C@H]1O[C@@H](n2ccc(=O)[nH]c2=O)[C@H](O)[C@@H]1O was read as TbPYK inhibitor 5%.

Assay outcomes: PubChem BioAssay, National Center for Advancing Translational Sciences (NCATS)
